# TGFb SMAD3 inh: blocks TGF-b signaling. HepG2 CAGA-GFP TGF-b/SMAD3 reporter, GFP fluorescence, 18 h; TGF-beta stimulated, 500 pg/mL final. Potency, µM (highest dose often 46.1 µM), inactives show top-dose activity, negative = inhibition, most hits filed as inhibitors. 410,000 tested, 1.2% active. AID 588855; note: potency is the fitted concentration of half-maximal effect; % is set by controls: 0 for no effect and ±100 for the full control effect; nearly all actives have a fitted effect of over 65% in size
#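 HEPG2 CAGA-GFP, 1000 cells/well; 2 h settle, 37 C; cpd via pin tool; TGF-b 500 pg/mL final; 18 h, 37 C; GFP imaging ex488/em500-530; %Activity normalised to -TGF-b and +DMSO controls; CRC fit, curve class.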
# Nrf2 activator: activates Nrf2 signaling; AREc32 ARE-luciferase reporter (MCF7-derived line), luminescence, 24 h; Potency, µM (top dose mostly 46.1 µM), inactives show top-dose activation, most hits filed as activators; 410,000 tested, 0.31% active; AID 624171; note: potency is the fitted concentration of half-maximal effect; % of control where 0% means no effect; nearly all actives have a fitted effect of over 65% in size
#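 Each well held 1000 AREc32 cells, which were incubated with compound for 24 hr at 37 deg C after overnight attachment, and ARE reporter activity was quantified by firefly luciferase luminescence.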
# Abeta rescue: A-beta toxicity reversal in yeast | yeast expressing A-beta42, growth rescue, OD600, 48 h; response scale: 0% DMSO, 100% iron-clioquinol control | 410,000 tested, 0.063% active | AID 1347071 | Potency, µM (highest dose often 46.1 µM), for the others: top-dose growth rescue, most hits filed as activators; note: potency is the fitted concentration of half-maximal effect; nearly all actives have a fitted effect of over 55% in size
#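 Yeast A-beta toxicity model in growth medium with pinned compounds, 48 h at 30 C; growth read as absorbance at 600 nm. Normalized to FeCl3/clioquinol equimolar mix (positive) and DMSO (negative).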
# HepG2 viability: counter-screen for TGF-b inhibitors: cytotoxicity in HepG2 cells | HepG2 CAGA-GFP viability, ATP luminescence, 18 h | Potency, µM (highest dose often 46.1 µM), for inactives: at the top dose activity change, negative = cytotoxicity, actives largely listed as cytotoxic | 410,000 tested, 0.76% active | AID 588856; note: potency is the fitted concentration of half-maximal effect; some results filed as inactive show a strong effect at the top dose
#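 HepG2 CAGA-GFP cells (1000/well, DMEM with 1% FBS) received compound, then TGF-beta at 500 pg/mL final, and were incubated 18 hours at 37 degrees C. Viability was read by CellTiter-Glo luminescence. Media-only wells were set as complete cell-killing and DMSO as no toxicity.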
# MmCpn inh: inhibitors of Methanococcus maripaludis chaperonin (MmCpn) | Potency, µM (doses to about 76.9 µM), inactives show top-dose activity, negative = inhibition, actives largely listed as inhibitors | purified Mm-Cpn ATPase, ADP Transcreener TR-FRET | 330,000 tested, 0.031% active; note: potency is the fitted concentration of half-maximal effect; % is set by controls: 0 for no effect and ±100 for the full control effect; nearly all actives have a fitted effect of over 80% in size
#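 25 nM Mm-CPN + cpd, 10 min 37°C; + 10 uM ATP, 30 min 37°C; buffer 30 mM Tris pH 7.4, 100 mM KCl, 5 mM MgCl2, 1 mM DTT; Transcreener ADP HTRF detection 30 min RT.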
# CCT modulator: cytosolic chaperonin activity modulation | activity change, % (test concentration not listed), hits read low | purified chaperonin ATPase assay, HTRF ADP detection, 30 min | 360,000 tested, 0.3% active; in the data active = activity change below about -30%; note: % is set by controls: 0 for no effect and ±100 for the full control effect
#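 ATPase activity: ADP formed was measured by HTRF Transcreener (665/615 nm ratio) after 30 min at 37 deg C with 10 uM ATP. Compounds screened at one 76 uM concentration against 40 or 20 nM TRiC in Tris pH 7.4/KCl/MgCl2/DTT buffer.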
# pAkt inh: blocks phosphorylation of Akt | AID 651550 | activity change, % for hits at 50 µM | Neuro2A IGF-stimulated pAkt S473 HTRF, 20 min; hits give low values | 360,000 tested, 0.32% active; in the data active = activity change below about -80%; inconclusive = mostly about -51% to -80%; note: % is set by controls: 0 for no effect and ±100 for the full control effect
#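 Single-point screen (50 µM final compound) in Neuro2A cells stimulated 20 min with 6 nM IGF at 37 deg C. After lysis, Ser473-phosphorylated Akt read by HTRF (ex 330 nm, em 615/665 nm) as the 665/615 ratio.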
# A549 viability: counter-screen for Nrf2 inhibitors: cytotoxicity in A549 cells. A549 ARE-Fluc cells, CellTiter-Fluor viability, 18-24 h. Potency, µM (series often up to 46 µM), for inactives: at the top dose activity change, negative = cytotoxicity, most hits filed as inhibitors. 390,000 tested, 0.16% active. AID 504648; note: potency is the fitted concentration of half-maximal effect; % is set by controls: 0 for no effect and ±100 for the full control effect
#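 A549 ARE-Fluc cells in 5% FBS OPTI-MEM, 5000 cells/well, rested 2 h then exposed to compounds in concentration-response for 18-24 h at 37 °C. Viability by CellTiter-Fluor fluorescence (Ex 405/Em 525) after 30 min; luciferase luminescence (BugLite, 15 min, RT) read afterwards.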
# Nrf2 inh: inhibitors of Nrf2 signaling. Potency, µM (series often up to 46 µM), for the others: at the top dose activity change, negative = inhibition, usual class: inhibitors. 360,000 tested, 2.1% active. A549 ARE-Fluc reporter, luciferase luminescence, 18-24 h; note: potency is the fitted concentration of half-maximal effect; % is set by controls: 0 for no effect and ±100 for the full control effect; nearly all actives have a fitted effect of over 60% in size
#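 Quantitative HTS in A549 cells stably bearing an antioxidant response element-firefly luciferase construct. Inhibition of Nrf2-driven transcription was scored by luminescence after 18-24 h of compound exposure at 37 °C.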
# * = called active by the depositor; i = inactive; u = inconclusive; x = not tested or not shown; & = joins results of further samples; [ ] = dose if it differs, or a comment. Unless noted, calls come from the whole dose curve; as a rule, active = well fitted curve in the direction sought with a large enough effect; inconclusive = small, poorly fitted or top-dose-only effect, or another doubt; inactive = no such curve, though single readings can be large; an effect the other way counts as inactive or inconclusive. This is a random part of the collection; any-hit rate near 4.3%.
SMILES,TGFb SMAD3 inh,Nrf2 activator,Abeta rescue,HepG2 viability,MmCpn inh,CCT modulator,pAkt inh,A549 viability,Nrf2 inh
C/C(N)=C(/C#N)C(=O)COC(=O)c1ccccc1Cc1ccccc1,-17%,4.2%,u,-7%,-3%,-1.9,i,2%,u
O=C(Nc1ccc(S(=O)(=O)Nc2ncccn2)cc1)c1cccc(Cl)c1,-5%,-1.3%,-8%,-3%,x,x,x,4%,x
Cc1ccc(S(=O)(=O)N2CCCCC2)cc1NC(=O)CSc1ccc2c(c1)OCCO2,0%,3.2%,u,-39%,-14%,0.1,i,2%,-22%
CS(=O)(=O)N(Cc1ccccc1)c1ccc(C(=O)Nc2cccc(Cl)c2)cc1,16µM*,-2.7%,6%,11µM*,x,x,x,-1%,u
O=C(COc1ccc2c(c1)OCO2)Nc1ccccc1F,13%,-0.3%,-12%,5%,1%,-2.0,i,6%,u
COc1ccc(S(=O)(=O)N2CCOCC2)cc1NC(=O)C1CCN(S(=O)(=O)c2ccc(Cl)cc2)CC1,-25%,0.7%,8%,-11%,x,0.0,i,-15%,-28%
CCOc1ccc(Br)cc1CNCc1cccnc1,-10%,3.9%,-5%,-35%,-1%,-0.8,i,17%,5%
CCOc1ccc(NC(=O)NCC2CCN(c3ccc(OC)cc3)C2)cc1 (stereo unspecified),-4%,-0.1%,-1%,-6%,-1%,0.1,i,17%,-11%
CCOc1ccccc1N1CC(C(=O)NCCOc2ccccc2OC)CC1=O (stereo unspecified),-2%,-0.2%,1%,-48%,-3%,-2.3,i,-1%,-16%
Cc1cc(C)cc(N2C(=O)CC(Sc3ncn[nH]3)C2=O)c1 (stereo unspecified),0%,3.9%,-91%[inhibitor],-8%,-2%,1.6,i,-7%,u
CCOc1ccccc1NC(=O)C(C)Sc1cc(-c2ccccc2)nc(C)n1 (stereo unspecified),u,9.7%,12%,-27%,x,x,x,5%,-22%
Cc1noc(C)c1COc1cccc(C(=O)N(C)Cc2cccs2)c1,-3%,-0.6%,-2%,-4%,3%,-9.5,i,8%,8%
O=C1C(Nc2ccccc2)=C(NS(=O)(=O)c2ccccc2)C(=O)c2ccccc21,6.3µM*,9.1%,9%,-54%,-3%,2.7,i,0%,4%
O=C1CC(=O)Nc2cc(S(=O)(=O)Nc3ccc(F)cc3Cl)ccc2N1,-5%&1%,0.3%&-1.2%,6%&3%,-15%&23%,2%,0.7,i,3%&1%,3%
Cc1ccn2c(=O)c(NC(=O)c3ccc(Br)o3)c(C)nc2c1,12%,-0.3%,-1%,0%,1%,2.2,i,-1%,2%
Cc1ccc(SCc2cc(=O)[nH]c(Nc3nc(C)c4ccc(C)cc4n3)n2)cc1,u,2.7%,19%,11%,-1%,0.5,i,-2%,19%
CCOC(=O)C1(COCc2ccccc2)CCCCC1=O (stereo unspecified),7%,0.6%,5%,-1%,x,0.1,i,x,x
O=C(N/N=C/c1cc2c(cc1[N+](=O)[O-])OCO2)c1ccc2c(c1)OCO2,6%,0.3%,-8%,2%,-12%,-1.8,i,0%,-3%
COc1ccccc1-c1sc2ccccc2c1-c1ccc(OCCN2CCOCC2)cc1,0%,11%,7%,-8%,40µM*,0.2,i,6%,-2%
CCOc1ccc(S(=O)(=O)N2CCCCC2)cc1NC(=O)CN1C(=O)NC(C)(C2CC2)C1=O (stereo unspecified),3%,-0.7%,1%,9%,2%,1.0,i,6%,0%

# 4 entries from above, field by field:
> CCOc1ccc(NC(=O)NCC2CCN(c3ccc(OC)cc3)C2)cc1 (stereo unspecified)
- TGFb SMAD3 inh: -4%
- Nrf2 activator: -0.1%
- Abeta rescue: -1%
- HepG2 viability: -6%
- MmCpn inh: -1%
- CCT modulator: 0.1
- pAkt inh: i
- A549 viability: 17%
- Nrf2 inh: -11%
> Cc1ccn2c(=O)c(NC(=O)c3ccc(Br)o3)c(C)nc2c1
- TGFb SMAD3 inh: 12%
- Nrf2 activator: -0.3%
- Abeta rescue: -1%
- HepG2 viability: 0%
- MmCpn inh: 1%
- CCT modulator: 2.2
- pAkt inh: i
- A549 viability: -1%
- Nrf2 inh: 2%
> Cc1cc(C)cc(N2C(=O)CC(Sc3ncn[nH]3)C2=O)c1 (stereo unspecified)
- TGFb SMAD3 inh: 0%
- Nrf2 activator: 3.9%
- Abeta rescue: -91%[inhibitor]
- HepG2 viability: -8%
- MmCpn inh: -2%
- CCT modulator: 1.6
- pAkt inh: i
- A549 viability: -7%
- Nrf2 inh: u
> COc1ccc(S(=O)(=O)N2CCOCC2)cc1NC(=O)C1CCN(S(=O)(=O)c2ccc(Cl)cc2)CC1
- TGFb SMAD3 inh: -25%
- Nrf2 activator: 0.7%
- Abeta rescue: 8%
- HepG2 viability: -11%
- MmCpn inh: x
- CCT modulator: 0.0
- pAkt inh: i
- A549 viability: -15%
- Nrf2 inh: -28%

# Additional results follow:
SMILES,TGFb SMAD3 inh,Nrf2 activator,Abeta rescue,HepG2 viability,MmCpn inh,CCT modulator,pAkt inh,A549 viability,Nrf2 inh
CCOc1cc(C(=O)Nc2ccc(-c3nc4cc(C)ccc4o3)cc2)cc(OCC)c1OCC,-8%,1.0%,5%,-26%,x,x,x,-11%,2%
CC(C)CNC(=O)CCCc1c[nH]c2ccccc12,5%,0.3%,-1%,-30%,-1%,2.8,i,0%,-1%
COc1ccc(C(C)=O)cc1Cn1c(C)c(C(=O)NCc2ccc(C(F)(F)F)cc2)sc1=O,u,0.4%,3%,-8%,x,-2.8,i,x,x
CCCCNC(=S)Nc1ccc(SC(F)F)cc1,u,8.0%,23%,-33%,0%,-5.6,i,-1%,26%
COCCNC(=O)c1cn(C(C)c2ccccc2F)nn1 (stereo unspecified),-1%,-0.3%,4%,29%,2%,0.0,i,4%,5%
COc1ccc(N(C(C)C(=O)Nc2cccnc2)S(C)(=O)=O)cc1 (stereo unspecified),4%,2.9%,-17%,5%,3%,-3.7,i,6%,1%
CCOC(=O)C1CCCN(C(=O)c2ccc3c(=O)n(Cc4ccccc4OC)c(=S)[nH]c3c2)C1 (stereo unspecified),-21%,0.2%,-2%,2%,-3%,-0.1,i,-7%,-6%
c1ccc2[nH]c(NCCCN3CCOCC3)nc2c1,0%,0.0%,14%,-3%,0%,-1.8,i,u,4%
CCc1ccc(CN(C)C(=O)C2CCC(=O)N(Cc3cccc(OC)c3)C2)nc1 (stereo unspecified),-22%,0.2%,-23%,-4%,0%,-2.7,x,6%,u
COc1ccccc1OCc1ccc(C(=O)NCC2CCCO2)o1 (stereo unspecified),13%,-0.8%,-13%,1%,2%,0.7,i,21%,u
CCCCc1c(-c2ccccc2OC)ncn1Cc1ccc(Cl)cc1,x,0.5%,9%,x,x,-1.4,i,x,x
CCn1c2ccccc2c2cc(NC(=O)COc3ccc(OC)cc3)ccc21,-8%,0.4%,u,4%,-14%,0.5,i,-6%,-26%
FC(F)Oc1ccc(-n2cc(-c3ccc(Cl)cc3)[n+]3c2CCCCC3)cc1,18%,-0.5%,3%,7%,4%,-5.4,i,-5%,6%
CCCCN1CC[C@H]2C=CC[C@@H](C(=O)N3CCN(c4ccccc4)CC3)[C@H]2C1=O,u,-0.7%,u,-7%&-1%,x,0.2,i,-3%,0%
Cc1n[nH]c(=O)nc1N1CCN(c2ccccc2)CC1,u,-0.2%,10%,-27%,-2%,-2.8,i,0%,x
Cc1nc2c(Br)cc(Br)cc2cc1O,u,-0.1%,-88%[inhibitor],-34%,-1%,-6.5,i,-9%,10%
Cc1ccc(-c2[nH]ncc2/C=N/n2c(C)nc3ccccc3c2=O)cc1,-11%,3.5%,-11%,-22%,1%,1.1,i,-5%,-11%
Oc1ccc2ccccc2c1C=Nc1cc(C(F)(F)F)ccc1N1CCCC1,u,16%,-15%,2%,0%,-2.4,i,-9%,0%
CCOc1ccc(NC(=O)c2ccc(NS(=O)(=O)c3cccs3)cc2)cc1,-2%,0.1%,-9%,-21%,-1%,-2.2,i,4%,-1%
Cc1ccc(NC(=O)C(C)SCc2nc3sc(C)c(C)c3c(=O)[nH]2)nc1 (stereo unspecified),2%,0.3%,0%,-1%,1%,-0.7,i,0%,-8%
N#Cc1ccc(NC(=O)Nc2ccc(Oc3ccc(NC(=O)Nc4ccc(C#N)cc4)cc3)cc2)cc1,5.6µM*,-2.3%,2%,-22%,-1%,0.8,i,-14%,u
Nn1c(C2COc3ccccc3O2)n[nH]c1=S (stereo unspecified),7%,2.3%,-6%,10%,1%,1.9,i,-1%,12%
CC(=O)N1c2ccc(S(=O)(=O)NCC3CCC(C(=O)NC4CCC(C)CC4)CC3)cc2CC1C (stereo unspecified),-5%,-0.5%,-11%,-14%,-3%,0.1,i,3%,16µM*
CN(CCc1ccccn1)C(=O)c1cc(COc2ccc(F)cc2F)on1,2%,1.8%,0%,-5%,2%,0.9,i,-3%,5%
Cc1ccc(-c2csc3ncn(CC(=O)NCC(c4ccco4)N4CCCC4)c(=O)c23)cc1 (stereo unspecified),-11%,-0.1%,-3%,-6%,0%,-5.3,i,4%,8%
O=C(Nc1ccccc1-c1ccccc1NC(=O)c1ccco1)c1ccco1,6%,0.6%,7%,1%,-3%,-1.2,i,-15%,2%
